mcGAS MS inh: mouse cGAS inhibition by mass spec. recombinant mouse cGAS, cGAMP by RapidFire MS. inhibition, % at 12.5 µM. Q8C6L5. 0.18% of 130,000 active;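 active = inhibition of cGAS enzyme activity at or above 60%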;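 also: enzyme stimulated by 45 bp dsDNA with ATP and GTP substrates; cGAMP share of summed cGAMP plus half ATP and half GTP signals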
Target sequence (Q8C6L5 whole entry, looked up): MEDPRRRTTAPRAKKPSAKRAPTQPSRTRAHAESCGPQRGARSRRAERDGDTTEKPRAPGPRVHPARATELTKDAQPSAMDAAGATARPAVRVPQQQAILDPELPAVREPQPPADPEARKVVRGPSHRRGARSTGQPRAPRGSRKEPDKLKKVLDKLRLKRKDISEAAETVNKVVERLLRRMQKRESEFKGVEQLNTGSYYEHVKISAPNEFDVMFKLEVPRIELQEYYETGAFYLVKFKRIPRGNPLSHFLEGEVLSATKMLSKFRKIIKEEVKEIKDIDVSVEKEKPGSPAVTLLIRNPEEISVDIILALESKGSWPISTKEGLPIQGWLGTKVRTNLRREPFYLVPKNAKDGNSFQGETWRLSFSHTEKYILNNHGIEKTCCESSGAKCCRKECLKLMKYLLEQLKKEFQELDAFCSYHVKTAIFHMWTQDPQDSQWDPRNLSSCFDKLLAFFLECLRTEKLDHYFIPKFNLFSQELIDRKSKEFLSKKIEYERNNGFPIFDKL
Starred values were filed as active, the others as inactive; & = joins results of further samples.

no. | SMILES | mcGAS MS inh
1 | COc1cccc(CNC2CCN(c3ccc(C(=O)Nc4ccccc4)cn3)C2)c1 (centres undefined) | -3.1
2 | CCC(=O)OCCN1CCN(CCCCN(C(=O)CC)c2ccc(C3CCCC3)cc2)CC1 | -3.7
3 | Cc1cc(C)n(CCNc2nc3c(C)cc(Cl)cc3s2)n1 | -0.9
4 | Cc1nc2ccccc2n1CCNc1nccnc1C#N | 8.1
5 | O=c1cc(CN2CCCc3ccc(C(F)(F)F)cc32)nc2sccn12 | -16.6
6 | Cn1ncc2c1CCCC2NCc1ccc(N2CCOCC2)cc1 (centres undefined) | -10.4
7 | CNCCOc1cccc(OC(C)C)c1 | 11.0
8 | CSc1ccccc1NC(=O)C1(C)CCN1C(=O)CC1CCCC1 (centres undefined) | -8.9
9 | Cc1ccccc1-c1nc(CN(CC2CCC(=O)N2)C(C)C)c(C)o1 (centres undefined) | -11.4
10 | CC(C)CCCC(C)NC(=O)Cc1csc(-c2ccccn2)n1 (centres undefined) | -2.8
11 | O=C(Nc1ccc(N2CCCC2)cc1)c1cc(N2C(=O)CCS2(=O)=O)ccc1Cl | -0.7
12 | CC(C)c1nc(C2CC(=O)N(C3CCCC3)C2)n(-c2ccc3c(c2)OCO3)n1 (centres undefined) | -40.2
13 | Cc1nccn1-c1ccc(CNC(=O)NC(C)c2cccc(F)c2)cn1 (centres undefined) | -12.3
14 | Cc1ccc(OCCN(C)C(=O)CC2C(=O)NCCN2Cc2cccc(F)c2F)cc1 (centres undefined) | -1.4
15 | Nc1nn(S(=O)(=O)c2ccc(Cl)cc2)cc1-c1ccc(Cl)cc1 | -2.8
16 | COC(=O)c1cc(C=C(C#N)c2ccccn2)oc1C | -4.0
17 | CCCNC(=O)N1CCC2(CC1)Nc1ccccc1C(=O)N2Cc1ccccc1 | -10.0
18 | CCCc1cc(CNC(=O)c2ccc(NC[C@H]3C[C@H]4C=C[C@H]3C43CC3)nc2)on1 | 5.2
19 | COCCn1c(C)cc(/C=N\n2c(C)cc(C)c(C#N)c2=O)c1C | -9.6
20 | CCOC(=O)c1nn(-c2ccc(C)cc2)c(=O)cc1OCC(=O)Nc1cc(C)ccc1OC | 1.8
21 | CC(C)c1ocnc1C(=O)N1CCOC(c2nc(C(C)(C)C)n[nH]2)C1 (centres undefined) | -8.7&-1.4
22 | O=C(NCCCn1ccc2ccccc21)c1ccc(OC(F)F)cc1 | -0.2
23 | Cc1noc(C)c1S(=O)(=O)N1CCC(c2nc3ccccc3o2)CC1 | -3.2
24 | CC(C)n1cc(Cn2cnc(-c3ccccc3)c2-c2ccsc2)cn1 | -3.5
25 | CCN(C(=O)c1cc2cccnc2n(Cc2ccc(F)cc2)c1=O)C1CCCCC1 | -3.9
26 | Cc1ccc(/C=C2\CNC/C(=C\c3ccc(C)cc3)C2=O)cc1 | 2.1
27 | c1ccc2c(CC3CCCN3)cccc2c1 (centres undefined) | -10.3
28 | Nc1ccc(C(=O)O)cc1 | -3.7&-2.7
29 | CCOC(=O)C1(CC2CCCCO2)CCN(S(=O)(=O)c2cc3ccccc3s2)CC1 (centres undefined) | -1.5
30 | Cc1ccc(C2=CCN(C(=O)Nc3cc(C)on3)CC2)cc1 | -16.4
31 | O=c1[nH]c(SC2C=CCCC2)nc2sc3c(c12)CCCC3 (centres undefined) | -47.5
32 | Cn1c(=O)c2c(N3CCc4ccccc43)ccnc2n(C)c1=O | -3.0
33 | C#Cc1ccc(NC(=O)C2(C)CCN2C(=O)Cc2ccc(C(C)(C)C)cc2)cc1 (centres undefined) | -5.6
34 | c1ccc(-n2nnnc2SCc2cn3ccsc3n2)cc1 | -0.4
35 | Cn1cnnc1SCC(=O)Nc1ccc2oc3ccccc3c2c1 | -1.8
36 | Cc1cc(C)nc(N=C(N)N2CCCc3ccccc32)n1 | -8.9
37 | COc1ccccc1C(=O)NC(CCS(C)(=O)=O)C(=O)O (centres undefined) | -4.7
38 | Cc1sc2ncn(CC(=O)c3ccc[nH]3)c(=O)c2c1C | 14.3
39 | COc1ccc(NC(=O)c2sc(SCC(=O)Nc3nccs3)nc2N)cc1 | 5.4
40 | CCC1(c2ccccc2)NC(=O)N(CC(=O)NC(C)c2ccccc2)C1=O (centres undefined) | -15.1
41 | CC1(C)CC2CC(C)(CN2S(=O)(=O)c2cc(Cl)ccc2Cl)C1 (centres undefined) | -2.9
42 | CCC(Oc1ccccc1C)C(=O)Nc1ccccc1F (centres undefined) | -8.0
43 | CC(=O)Nc1ccc(CN2CCCN(C(=O)C3CCC3)CC2)cc1 | -32.6
44 | N#Cc1ccc(S(=O)(=O)Oc2ccccc2C(=O)N2CCOCC2)cc1 | -1.1
45 | CC(OC(=O)CC1CC2CCC1C2)C(=O)N1CCCc2ccccc21 (centres undefined) | -50.0
46 | CCCc1cc(C(=O)OCc2nn3c(=O)cc(C)nc3s2)sc1C | -4.8
47 | CN(C)c1ccc(C(=O)N2CCN(Cc3ccccc3)CC2)cc1 | -7.4
48 | Cc1ccc(C(=O)N2CCCC2c2nonc2C)cc1NC(=O)C1CC1 (centres undefined) | -21.2
49 | CC(C)(C)c1ccc(Cn2nccc2NC(=O)CN2CCSC2=O)cc1 | 0.8
50 | CC(C)CNC(=O)CN1CCCSc2ccc(Cl)cc21 | -5.3&1.4
51 | COCc1cc(CN2CC3(CCNCC3)CC2C(=O)O)ccc1OC (centres undefined) | -13.5
52 | O=C(c1ccc[nH]1)N1CCC(CO)(Cc2ccccc2Cl)CC1 | 9.0
53 | O=C(NCC1CCCO1)c1ccc(Br)o1 (centres undefined) | -3.8
54 | O=C(O)C1C2CCC(O2)C1C(=O)Nc1ccccc1-c1ccccc1 (centres undefined) | 1.4
55 | CC(C)Cc1ccc(CN2CCCC(NC(=O)Cc3cccnc3)C2)cc1 (centres undefined) | -0.3
56 | Cn1cc(C(=O)NCCOC2CCCCC2)ccc1=O | -2.5

Reprinted at random: 6 records from the list
no. | SMILES | mcGAS MS inh
54 | O=C(O)C1C2CCC(O2)C1C(=O)Nc1ccccc1-c1ccccc1 (centres undefined) | 1.4
55 | CC(C)Cc1ccc(CN2CCCC(NC(=O)Cc3cccnc3)C2)cc1 (centres undefined) | -0.3
51 | COCc1cc(CN2CC3(CCNCC3)CC2C(=O)O)ccc1OC (centres undefined) | -13.5
53 | O=C(NCC1CCCO1)c1ccc(Br)o1 (centres undefined) | -3.8
56 | Cn1cc(C(=O)NCCOC2CCCCC2)ccc1=O | -2.5
52 | O=C(c1ccc[nH]1)N1CCC(CO)(Cc2ccccc2Cl)CC1 | 9.0

(next part)
no. | SMILES | mcGAS MS inh
57 | C=CC(=O)N=C1N=C2C=CC(I)=CN2Cc2ccccc21 | -16.7
58 | COc1cc(-c2ccc(C)c3ncccc23)ccc1NC(C)=O | 1.2
59 | COc1ccccc1N1CCN(S(=O)(=O)c2ccc(F)c(F)c2)CC1 | -3.8
60 | CCOc1cc(-c2nccn2-c2ccc(NC(C)=O)cc2)ccc1O | -15.3
61 | CC1SC(=O)CC1C1(C)C=CC(=O)S1 (centres undefined) | -17.6
62 | COc1ccc(OC)c(CN2CCc3[nH]cnc3C2c2cnn(C)c2C)c1 (centres undefined) | -6.6
63 | CC(=O)c1ccc(S(=O)(=O)NCCn2ncccc2=O)cc1 | 4.4
64 | COCCCn1ccnc1-c1cnc(OC)nc1 | -11.5
65 | Cc1cc(=O)[nH]c(-n2nc(C3CC3)cc2NC(=O)C(C)(C)Oc2ccc(Cl)cc2)n1 | -7.6
66 | CC(C)(C)c1cc2nc(-c3ccc(F)cc3)cc(C(=O)O)n2n1 | 0.0
67 | CN(C)CC1(O)CCCN(C(=O)c2ccc(-n3cccc3)cc2)CC1 (centres undefined) | -23.9
68 | Cc1nn(C(C)C)c(C)c1NC(=O)Cc1cc(Cl)ccc1Cl | -6.4
69 | C=CCNC(=O)C1C(=O)NC2(C)CC1c1ccccc1O2 (centres undefined) | -11.6
70 | CCc1nnc(NC(=O)C2CC2)s1 | -26.5
71 | O=C(c1ccc2c(c1)OCO2)N1CC[C@@H](N2CCN(c3ccccc3F)CC2)[C@H](O)C1 | -11.7
72 | Cc1ccccc1OCC(=O)N1CCc2c(sc3ncnc(N)c23)C1 | -6.0
73 | COc1ccc2nc(N(CCCN(C)C)C(=O)c3cc(C)no3)sc2c1 | -5.9
74 | O=C1CCCN1CCC1CN(Cc2ccon2)c2ccccc21 (centres undefined) | -0.1
75 | CC(=O)c1c(C)c2c(n1CCN(C)C)CCCC2 | -4.1
76 | N#Cc1ccc(NCC(O)c2ccco2)c(C(F)(F)F)c1 (centres undefined) | -8.0
77 | CCn1cnnc1CN(C)Cc1nc(-c2cc(OC)ccc2F)oc1C | -19.4
78 | Cc1cc(CNC(=O)c2cc3ncccn3n2)c2[nH]c(C)c(C)c2c1 | -0.3
79 | CC1(C(=O)NCCc2c[nH]c3ccccc23)CCN1C1Cc2ccccc2C1 (centres undefined) | -13.3
80 | CCc1nnc(S(=O)(=O)Cc2csc(C(C)C)n2)n1C | 5.0

Rewritten as labelled records: entries from further up.
[5] O=c1cc(CN2CCCc3ccc(C(F)(F)F)cc32)nc2sccn12
  mcGAS MS inh: -16.6

[6] Cn1ncc2c1CCCC2NCc1ccc(N2CCOCC2)cc1 (centres undefined)
  mcGAS MS inh: -10.4

(continued)
no. | SMILES | mcGAS MS inh
81 | CCCn1nc(C(=O)NC(C)c2ccccc2C)c2ccccc2c1=O (centres undefined) | -7.1
82 | COC(=O)c1cn(-c2ccccc2NC(=O)c2occc2C)nn1 | 17.9
83 | O=C(Cn1cnc2ccccc2c1=O)Nc1ccn(CCc2ccccn2)n1 | -4.7
84 | O=C(CNCCN1CCCC1)N(Cc1ccc(F)cc1)Cc1cccs1 | -0.1
85 | Cc1noc(-c2ccnc(-c3ccc(C(N)=O)cc3)c2)n1 | -10.9
86 | Cc1nc(C)c(CC(=O)N2CCc3[nH]c4ccc(F)cc4c3C2)c(=O)[nH]1 | -21.7
87 | CSCc1cc(F)ccc1CNC(=O)c1cccnc1 | -6.7
88 | CS(=O)(=O)Nc1cc(S(=O)(=O)Nc2ccc(Cl)cc2)ccc1O | -3.1
89 | O=C(COc1ccccc1F)c1ccc[nH]1 | -3.0
90 | O=c1[nH]c2ccccc2n1CN1CCN(c2ncccn2)CC1 | 3.4
91 | Cc1cn2c3c(=O)n(Cc4ccc(Cl)cc4)c(=O)n(C)c3nc2n1CC1CCCO1 (centres undefined) | -12.0
92 | Cn1c(C(=O)NC2CCCC2)cc2c(=O)n3ccccc3nc21 | -9.6
93 | COc1cc(NC(=O)CN2CCCC2c2cc(C)no2)ccc1Cl (centres undefined) | -20.2
94 | c1ccc(N2CCN(c3cc(C4CC4)nc4ncnn34)CC2)cc1 | 3.1
95 | O=C(CC1CC2CCC1C2)Nc1ccccc1C(=O)Nc1ccc2c(c1)OCO2 (centres undefined) | -1.5
96 | COCC(O)CN(C)C(C)c1nc(C(C)(C)C)no1 (centres undefined) | -1.5
97 | Cc1nc(-c2cccc(C(=O)NCCC3CN(C)CCO3)c2)no1 (centres undefined) | -6.4
98 | Cc1ccc(S(=O)(=O)NC(CC(C)C)c2nnc3n2CCNCC3)cc1 (centres undefined) | -12.1
99 | O=C(NC1CCN(Cc2c(-c3cccnc3)[nH]c3ccccc23)C1)c1cc(F)cc(F)c1 (centres undefined) | -13.2
100 | Cn1ncc2c(=O)n(CCC(=O)Nc3cccc(CN4CCCC4=O)c3)cnc21 | -2.5
101 | CN(CC1CCCCO1)c1nccc(CCC(F)(F)F)n1 (centres undefined) | -10.2
102 | Cc1ccccc1CS(=O)(=O)NC(C)(C)C | -5.3
103 | O=C(NCC(CO)Cc1cccc(OC(F)(F)F)c1)c1cnccn1 (centres undefined) | -3.8
104 | O=C(c1ccc2nc(N3C(=O)c4ccccc4C3=O)sc2c1)N1CCOCC1 | -4.4
105 | O=C1Nc2ccccc2C12CCCN(c1noc(-c3ccccc3)n1)C2 (centres undefined) | 8.6
106 | CN(Cc1cnccn1)c1nc2nonc2nc1N1CCSCC1 | -7.8
107 | Cc1ccccc1Cn1c(C)c(C(=O)NCC2CC2)sc1=O | 8.7
108 | Cn1c(=O)c2c(SCC(=O)N3CCCc4ccccc43)nc(-c3ccc(F)cc3)nc2n(C)c1=O | 4.2
109 | Cc1cc(N2CCN(Cc3noc(C)n3)CC2)nc(-c2ccccn2)n1 | 13.6
110 | Cn1ccc(C(=O)NC(CC(C)(C)C)c2ccc(F)cc2)cc1=O (centres undefined) | 12.9
111 | c1ncn(CCSc2nnc(C3CC3)s2)n1 | -1.9
112 | COc1ccc(C(=O)Cn2nc(C)c3cnn(C(C)(C)C)c3c2=O)cc1 | -2.3
113 | CC(Sc1nnnn1C1CCCC1)c1nc2scc(-c3cccs3)c2c(=O)[nH]1 (centres undefined) | -3.8
114 | COC(C)c1nc(C)c(C(=O)N2CCc3ccccc3CC2)s1 (centres undefined) | -0.7
115 | Cc1c(C)n2c3c(=O)[nH]c(=O)n(C)c3nc2n1C1CCCCC1 | -6.2
116 | CC1(C)CC(NS(=O)(=O)c2ccc3c(c2)OCCO3)CC(C)(C)N1 | -7.6&-6.5
117 | CC(=O)Oc1ccc2c(=O)c(-c3ccc4c(c3)OCCO4)coc2c1 | 12.3
118 | COc1ccc(OC)c(C2N=C(N)Nc3nc4ccccc4n32)c1 (centres undefined) | 2.8
119 | CCN(CC1CCCO1)C(=O)c1cnn2c(C(F)(F)F)cc(C)nc12 (centres undefined) | -13.4
120 | Cc1cc(C)n(CCNc2nncc(-c3ccc4c(c3)OCO4)n2)n1 | -5.6&-0.5
121 | CC1CN(C(=O)c2ccc(CNS(=O)(=O)c3cccc(C(F)(F)F)c3)cc2)CC(C)O1 (centres undefined) | -2.7
122 | CC(=O)Cn1c(=O)c2c(nc3n(-c4ccc(C)cc4)c(C)cn23)n(C)c1=O | -3.6
123 | COc1cc(NC(=O)CCNC(=O)C23CC4CC(CC(C4)C2)C3)c(OC)cc1Cl | 1.0
124 | O=C(OC1CCOC1=O)c1ccc([N+](=O)[O-])o1 (centres undefined) | 49.9
125 | CC(=NNC(=O)c1cc2c(s1)CCC(C)C2)c1ccc[nH]1 (centres undefined) | 2.9
126 | CCCN1CCC(C)(C(=O)Nc2ccc3oc(CC)nc3c2)C1 (centres undefined) | -3.5
127 | COc1ccc(N2CCN(C(=O)C3CC=CCC3C(=O)NCCc3ccc(O)cc3)CC2)cc1 (centres undefined) | -0.3
128 | O=P(O)(O)C(NCc1ccc(F)cc1)c1ccsc1 (centres undefined) | 17.4

This is a subset (hit frequency here may not be typical).
